Screening results deposited in PubChem by several laboratories.
Diaphorase inh – diaphorase inhibition or chemical oxidation counter-screen. diaphorase resazurin-to-resorufin fluorescence, NADH, 16 min; bacterial (C. kluyveri) enzyme, not human. inhibition, % at 20 µM. 0.69% of 190,000 active. AID 1217;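 active = primary screen inhibition at 20 µM above a set limit, cut at about 50% in these data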;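 note: plate controls were DMSO with full reaction for no effect and wells lacking NADH for full effect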
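Detection: fluorescence of resorufin formed from resazurin, Ex 544/Em 590 nm; test system: Clostridium kluyveri diaphorase enzyme; amount: 0.14 U/mL diaphorase, enzyme working solution; times: 16-min room-temperature incubation before reading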
TNAP inh hi DEA – inhibitors of human TNAP at high phosphate acceptor concentration; purified TNAP, CDP-star luminescence, 1 M DEA; 0.03% of 200,000 active; inhibition, % at 20 µM;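 active = over 50% inhibition of tissue-nonspecific alkaline phosphatase at 20 µM in the single-dose screen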;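 note: plate controls were DMSO wells for no effect and EDTA-quenched wells as full inhibition for full effect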
TNAP act hi DEA – increases human TNAP activity under high phosphate acceptor concentration; P05186; purified TNAP, CDP-star luminescence, 1 M DEA, 30 min; hits give high values; 0 = EDTA background, 1 = DMSO-only activity; activation factor at 20 µM; 200,000 tested, under 10 active; AID 1136;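 active = activation factor at least 2 at 20 µM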
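Dosing: 20 µM single point. System: human TNAP. Amount: TNAP 1/800 final. Incubation: 30 min, room temperature. Read-out: TNAP activation factor scaled between EDTA and DMSO control wells. Signal: luminescence from CDP-star hydrolysis. Medium: 1 M DEA, pH 9.8, Mg2+, Zn2+. Control set: EDTA negative control, DMSO positive control.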
TNAP inh noacc – TNAP (human) inhibition, acceptor-free conditions; P05186; purified TNAP, CDP-star luminescence, 30 min; inhibition, % at 20 µM; 0.26% of 200,000 active; AID 1012;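 active = tissue-nonspecific alkaline phosphatase inhibition above about 50% at 20 µM in the single-dose screen, limit read from the data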;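 note: 0% = DMSO negative control and 100% = EDTA positive control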
FLuc stim CS – firefly luciferase counter-screen for stimulation assays; P08659; ATPlite luciferase biochemical, luminescence, 10 min; 0 = ATP-free wells, 1 = DMSO control; 200,000 tested, under 10 active; activation factor at 10 µM;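 active = luciferase activation factor, scaled between plate controls, of at least 2 with compound at 10 µM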
Target sequence (P08659 whole entry, looked up): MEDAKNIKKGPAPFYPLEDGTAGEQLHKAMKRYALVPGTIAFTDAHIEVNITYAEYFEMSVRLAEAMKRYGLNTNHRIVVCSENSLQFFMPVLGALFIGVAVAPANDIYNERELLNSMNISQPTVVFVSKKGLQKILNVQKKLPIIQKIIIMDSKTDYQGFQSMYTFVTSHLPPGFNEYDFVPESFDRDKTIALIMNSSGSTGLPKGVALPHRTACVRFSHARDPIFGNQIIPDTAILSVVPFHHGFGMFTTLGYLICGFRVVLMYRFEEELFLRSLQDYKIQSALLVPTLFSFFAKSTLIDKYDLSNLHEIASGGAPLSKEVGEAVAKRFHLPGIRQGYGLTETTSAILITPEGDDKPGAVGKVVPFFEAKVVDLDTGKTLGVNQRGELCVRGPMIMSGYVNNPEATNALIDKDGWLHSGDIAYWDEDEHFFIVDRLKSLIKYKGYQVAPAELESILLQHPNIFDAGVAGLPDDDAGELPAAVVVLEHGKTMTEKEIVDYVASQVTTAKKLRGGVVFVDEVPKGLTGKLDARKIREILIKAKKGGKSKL
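System: cell-free luciferase reagent; medium: PBS as buffer for the ATP substrate; doses: test compounds dosed from 2 mM stocks in 100% DMSO; incubation: 10 min, room temperature; measured by: luminescence from luciferase reaction; read-out: luciferase activation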
G6PDH counter – inhibits Leuconostoc G6PDH, flagging false hits in G6PDH-based assays. Purified L. mesenteroides G6PDH, diaphorase/resazurin coupled fluorescence, 45 min. inhibition, % at 5 µM. 0.12% of 200,000 active; in the data active = inhibition above about 50%
PMI act – phosphomannose isomerase (human) activation; purified human PMI, coupled resazurin fluorescence, 20 min; hits give high values; 1 = vehicle control, 0 substrate-free wells; 0.005% of 190,000 active; activation factor at 20 µM; P34949;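 active = activation factor of 2 or more at 20 µM, relative to plate controls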
Target sequence (P34949 whole entry, looked up): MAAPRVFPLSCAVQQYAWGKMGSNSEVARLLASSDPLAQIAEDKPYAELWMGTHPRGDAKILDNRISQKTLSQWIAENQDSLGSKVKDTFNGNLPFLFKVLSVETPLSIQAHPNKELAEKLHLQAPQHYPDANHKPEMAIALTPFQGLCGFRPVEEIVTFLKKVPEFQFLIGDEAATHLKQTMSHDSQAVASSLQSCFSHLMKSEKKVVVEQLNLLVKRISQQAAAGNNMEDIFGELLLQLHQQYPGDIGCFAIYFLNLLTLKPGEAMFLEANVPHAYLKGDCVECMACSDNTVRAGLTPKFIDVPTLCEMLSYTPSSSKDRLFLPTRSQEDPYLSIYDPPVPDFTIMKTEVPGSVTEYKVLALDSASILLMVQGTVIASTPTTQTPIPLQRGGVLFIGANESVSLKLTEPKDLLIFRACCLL
PMI act hi M6P – activators of human phosphomannose isomerase at near-saturating mannose 6-phosphate. activation factor at 20 µM. 0.34% of 190,000 active. AID 1216. coupled PMI enzyme assay, resazurin fluorescence, 20 min; hits give high values; 1 = untreated enzyme, 0 = substrate-free blank;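 active = activation factor of 2 or more at 20 µM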
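Test system: human phosphomannose isomerase with PGI, G6PDH, diaphorase coupling enzymes; amount: 15 ng/mL PMI; incubation: enzyme reaction with compound 20 min at room temperature; technique: resorufin fluorescence (Ex 544/Em 590 nm) from resazurin via diaphorase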
Diaph act CS – activates diaphorase or chemically reduces, flagging diaphorase assay artifacts; Diaphorase/resazurin coupled assay, resorufin fluorescence, 16 min; hits give high values; 1 = vehicle wells, 0 = NADH-free wells; 0.005% of 190,000 active; activation factor at 20 µM; AID 1229;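 active = diaphorase activity raised at least twofold by the compound at 20 µM; inactive = activation factor below 2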
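Test system: Clostridium kluyveri diaphorase, purified enzyme; input: enzyme 0.07 U/mL final; buffer or medium: 50 mM HEPES pH 7.4 with 4.542 mM MgCl2, 0.005% Tween 20; also added: 0.114 mM NADH and 0.1 mM resazurin, final amounts; schedule: 16 min enzyme reaction, ambient temperature; technique: fluorescence of resorufin, 544 nm excitation, 590 nm emission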
HMGR II inh – blocks class II HMG-CoA reductase of Enterococcus faecalis; inhibition, % at 10 µM; AID 1066; 0.41% of 190,000 active; purified E. faecalis HMGR, NADPH absorbance 340 nm kinetic;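 active = inhibition above a set limit, the median over all tested compounds plus 3 SD, cut at about 9.5% in these data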;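 note: enzyme runs in reverse so mevalonate oxidation gives rising NADPH absorbance; 0% = complete reaction with DMSO and 100% = background rate lacking mevalonate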
Starred values were filed as active, the others as inactive; / = no result given.

SMILES	Diaphorase inh	TNAP inh hi DEA	TNAP act hi DEA	TNAP inh noacc	FLuc stim CS	G6PDH counter	PMI act	PMI act hi M6P	Diaph act CS	HMGR II inh
O=C(C1CCCN1S(=O)(=O)c1ccc(Cl)c(Cl)c1)N1CCCCC1 (stereo unspecified)	4	-4	1	-2	1.1	8	1.1	1	1	-4
Cc1ccc(C(=O)/C=C/c2ccccc2[N+](=O)[O-])cc1	19	-5	1.1	-5	0.9	3	0.9	0.9	0.8	2
CCN(Cc1cc2cccc(C)c2[nH]c1=O)C(=O)c1ccccc1OC	12	-5	1.1	-9	1	-4	1	1	0.9	/
CCN1CCN(C(c2cc(OC)ccc2OC)c2nnnn2Cc2ccccc2)CC1 (stereo unspecified)	7	-5	1.1	-14	1.1	4	1.1	1.2	0.9	-6
CC(=O)n1cc([C@@H]2C=C(C(=O)N3CCN(Cc4ccccc4)CC3)O[C@H](OCc3ccc(CO)cc3)C2)c2ccccc21	59*	-4	1	-7	1	16	0.9	0.8	0.4	2
Cc1ccccc1S(=O)(=O)Cc1ccc(C(=O)O)o1	-3	-10	1.1	-3	1.1	6	1.3	1.3	1	-2
CCCCn1nnnc1NCc1cc(Cl)c(OC)c(OC)c1	17	-7	1.1	-15	1.1	2	1	1	0.8	-4
COCCNCC(=O)C12CC3CC(CC(C3)C1)C2	4	-1	1	-5	1	2	1	1.2	1	2
COC(=O)c1cn(C(=O)c2ccc(C)cc2)c2ccccc12	13	-4	1	-7	1	18	0.9	0.9	0.9	2
Cc1cccc(NC(=S)NCCc2ccc3c(c2)OCCO3)c1C	8	-4	1	-4	1.1	3	1	0.9	0.9	-2

The final two records of the part before are carried over, then new ones follow.
SMILES	Diaphorase inh	TNAP inh hi DEA	TNAP act hi DEA	TNAP inh noacc	FLuc stim CS	G6PDH counter	PMI act	PMI act hi M6P	Diaph act CS	HMGR II inh
COC(=O)c1cn(C(=O)c2ccc(C)cc2)c2ccccc12	13	-4	1	-7	1	18	0.9	0.9	0.9	2
Cc1cccc(NC(=S)NCCc2ccc3c(c2)OCCO3)c1C	8	-4	1	-4	1.1	3	1	0.9	0.9	-2
O=S1(=O)C=CC(Nc2ccccc2)C1 (stereo unspecified)	-2	-2	1	-13	1.1	2	1	1.1	1	1
CC(=O)N(CN1C(=O)CCC1=O)c1cccc(Cl)c1	-12	-1	1	-16	1.1	9	1	1	1.1	1
COc1ccc(CNS(=O)(=O)NCc2ccc(OC)c(OC)c2)cc1	1	-1	1	-11	1	0	1.1	1	1	-4
Cc1ccccc1Nc1nc2ccccc2n1C(C)C	7	-2	1	-12	1	1	1.1	1.1	0.9	2
O=C(NCC1OCCCN1S(=O)(=O)c1cc(F)ccc1F)C(=O)NC1CCCCC1 (stereo unspecified)	-1	0	1	-3	1	17	1	1	1	9.6*
CC(C)(C)NC(=O)C(c1ccccc1)N(C(=O)c1ccco1)C1CC1 (stereo unspecified)	15	-4	1	-13	1.1	3	1	1.1	0.9	-10
O=C(Nc1cccc(-c2cnc3ccccc3n2)c1)c1ccccc1	2	3	1	-4	1	2	1	1	1	-1
COc1ccc(NC(C)c2ccccc2)cc1 (stereo unspecified)	22	1	1	-8	1	8	0.9	0.6	0.8	-7
CCCCn1c(SCc2nc3ccccc3s2)nc2ccccc2c1=O	15	-4	1	-22	1	-20	0.9	0.9	0.8	-4
CCC(NS(=O)(=O)c1ccc(OC)cc1)C(=O)NCCC1=CCCCC1 (stereo unspecified)	15	-4	1	-20	1	5	0.8	0.9	0.8	3
COc1ccc(NC(=O)C2CCN(c3nc(C)cc(C)n3)CC2)cc1	-11	6	0.9	-2	1	6	1.1	1.2	1.1	1
COc1ccc(C2NC(c3ccc(OC)c(OC)c3OC)C(C)C(=O)C2C)c(OC)c1OC (stereo unspecified)	8	3	1	-2	1	-1	1.1	1	0.9	-1
COCCn1c(C(=O)N2CCCC2)cc2c1C[C@H]1CN(C(=O)c3ccccc3)[C@@](Cc3ccc(F)cc3)(C(=O)OC)[C@@H]21	13	-1	1	-6	1	25	0.9	0.9	0.9	-3
COc1ccc(CC(=O)Nc2sc(Cc3ccccc3)c(C)c2C(N)=O)cc1	12	-3	1	-11	1	2	1	1	0.9	-2
COC(=O)c1ccc(NC(=O)CCc2c(C)nc3ncnn3c2C)cc1	9	-4	1	-16	1	0	1	1	0.9	-5
O=C(Nc1ccc2nc(-c3cccnc3)[nH]c2c1)c1ccccc1F	7	4	1	5	0.6	-13	0.9	0.9	0.9	-5
COC(=O)c1ccc(NC2=C(Cl)C(=O)OC2OC(=O)c2ccccc2)cc1 (stereo unspecified)	16	-2	1	-5	1	3	1	1	0.8	-4
O=C(O)C1C2C=CC(C2)C1C(=O)NCCCN1CCOCC1 (stereo unspecified)	12	0	1	-8	1.1	0	0.9	1	0.9	-1
O=C(CCn1nc(-c2ccc(Cl)cc2)c2ccccc2c1=O)NCC1CCCO1 (stereo unspecified)	-6	7	0.9	-10	1	0	1.1	1.1	1.1	-5
O=C(Nc1ccc(Cl)cc1)NC1CCCCC1	8	-7	1.1	-16	0.8	2	1	1	0.9	1

Among those listed so far, 3 contain fluorine:
SMILES	Diaphorase inh	TNAP inh hi DEA	TNAP act hi DEA	TNAP inh noacc	FLuc stim CS	G6PDH counter	PMI act	PMI act hi M6P	Diaph act CS	HMGR II inh
O=C(NCC1OCCCN1S(=O)(=O)c1cc(F)ccc1F)C(=O)NC1CCCCC1 (stereo unspecified)	-1	0	1	-3	1	17	1	1	1	9.6*
COCCn1c(C(=O)N2CCCC2)cc2c1C[C@H]1CN(C(=O)c3ccccc3)[C@@](Cc3ccc(F)cc3)(C(=O)OC)[C@@H]21	13	-1	1	-6	1	25	0.9	0.9	0.9	-3
O=C(Nc1ccc2nc(-c3cccnc3)[nH]c2c1)c1ccccc1F	7	4	1	5	0.6	-13	0.9	0.9	0.9	-5

(continued)
SMILES	Diaphorase inh	TNAP inh hi DEA	TNAP act hi DEA	TNAP inh noacc	FLuc stim CS	G6PDH counter	PMI act	PMI act hi M6P	Diaph act CS	HMGR II inh
CC(C)C[C@H](NC(=O)c1nc[nH]c1C(=O)NC1CCN(C(=O)OC(C)(C)C)CC1)C(=O)OCc1ccccc1	30	-2	1	-1	1	22	0.8	0.8	0.7	-2
CCCc1ccc(S(=O)(=O)NCCc2ccncc2)cc1	1	-1	1	-8	1.1	7	1	1	1	-3
CCCCc1nc2ccccc2n1CC(=O)NN	6	-3	1	-12	1.1	7	1	1.1	0.9	1
O=C(O)c1ccc(-c2nc(-c3ccccc3Cl)cs2)cc1	-2	-4	1	-11	1	7	1.1	1.1	1	0
COc1ccc(C2C(C#N)=C(/N=C/N3CCN(C)CC3)OC3=C2C(=O)CC(C)(C)C3)cc1 (stereo unspecified)	19	-10	1.1	-10	1.1	7	1.1	0.9	0.8	6
CNC(=O)C1CC(=O)N(CCc2ccc(OC)cc2)C(=Nc2ccc(OC)cc2)S1 (stereo unspecified)	20	-6	1.1	-10	1	7	1	1	0.8	-2
O=S(=O)(Cc1cc(-c2ccc(Cl)cc2)no1)c1ccccc1	20	-6	1.1	-15	1	-13	0.9	0.9	0.8	-2
CCOC(=O)Nc1ccc2c(c1)nc(CN1CCOCC1)n2C	13	-4	1	-4	1	-19	0.9	0.9	0.9	-7
COc1ccc(-c2noc(N(C)CC(=O)Nc3cccc(C(F)(F)F)c3)n2)cc1	16	-6	1.1	-12	1	6	0.9	0.9	0.8	-3
O=C(NC(=S)Nc1ccc(N2CCOCC2)cc1)c1ccc2c(c1)OCCO2	29	-4	1	2	1	-2	0.8	0.8	0.7	-2
N#Cc1c(N)nc2c(c1-c1ccncc1)CCCCC2	-4	-4	1	-8	1	12	1.1	1.1	1	-1
Cc1cccc(C)c1NC(=O)CN(C)CC(=O)Nc1ccccc1Br	7	-3	1	-10	1.1	2	1	1	0.9	-6
Cc1cc(C)nc(/N=C2/NC(=O)CS2)n1	17	-2	1	-24	1	6	1	0.9	0.8	-2
COCCNC(=O)C(c1ccc(F)cc1)N(Cc1ccco1)C(=O)CCC(=O)Nc1nccs1 (stereo unspecified)	-2	-7	1.1	-11	1.1	3	1.1	1.1	1	-2
COc1cc(OC)cc(C(=O)NC(C(=O)NCCN(C)C)C23CC4CC(CC(C4)C2)C3)c1 (stereo unspecified)	13	-3	1	-9	1	14	1	1	0.9	-5
CCn1c(CSc2nc(C)cc(C)n2)nnc1SCC(N)=O	8	-5	1	-7	1.1	9	1	1	0.9	3
COc1cc(/C=C(\C#N)c2nc3ccccc3n2C)cc(OC)c1O	20	32	0.7	22	1	18	0.8	0.4	0.8	4
O=C(NCC1CCCO1)c1ccc2ccccc2n1 (stereo unspecified)	9	-2	1	-7	1	-3	1	1	0.9	-6
COc1ccc(C(c2nnnn2Cc2cccs2)N2CCN(c3ccccc3F)CC2)cc1 (stereo unspecified)	38	-14	1.1	-15	1	10	0.8	0.8	0.6	-3
COc1ccc(-c2noc(Cc3ccccc3OC)n2)cc1	15	-4	1	-12	1	9	1	1	0.9	-1
Nc1nonc1C(=O)NCCNCc1cc(Br)ccc1OCc1ccccc1F	13	-5	1	-3	1.1	-19	0.9	1	0.9	2
Cc1cccc(C)c1NC(=O)C1C2C=CC(C2)C1C(=O)NCc1ccccn1 (stereo unspecified)	3	-3	1	-6	1	11	1	1.2	1	-5
CCc1ccc(C(=O)OCC(=O)c2c(N)n(CC(C)C)c(=O)n(C)c2=O)cc1	-12	-8	1.1	-2	1.1	6	1.1	1.1	1.1	-2

Rewritten with two lines to a compound: part of the list above.
Values run as follows: Diaphorase inh | TNAP inh hi DEA | TNAP act hi DEA | TNAP inh noacc | FLuc stim CS | G6PDH counter | PMI act | PMI act hi M6P | Diaph act CS | HMGR II inh
- COc1cc(OC)cc(C(=O)NC(C(=O)NCCN(C)C)C23CC4CC(CC(C4)C2)C3)c1 (stereo unspecified)
  13 | -3 | 1 | -9 | 1 | 14 | 1 | 1 | 0.9 | -5
- CCn1c(CSc2nc(C)cc(C)n2)nnc1SCC(N)=O
  8 | -5 | 1 | -7 | 1.1 | 9 | 1 | 1 | 0.9 | 3
- COc1cc(/C=C(\C#N)c2nc3ccccc3n2C)cc(OC)c1O
  20 | 32 | 0.7 | 22 | 1 | 18 | 0.8 | 0.4 | 0.8 | 4
